# High-throughput results deposited in PubChem BioAssay by National Center for Advancing Translational Sciences (NCATS).
# D3 antag – D3 dopamine receptor (human) antagonism. P35462. D3R cells, DiscoveRx beta-arrestin luminescence, antagonist mode; hits give low values. max response, negative = inhibition, %. 360,000 tested, 2.5% active. AID 652054; in the data active = max response below about -50%; inconclusive = no clear call, values can overlap the other calls; note: % is set by controls: 0 for no effect and ±100 for the full control effect; mostly tested at two doses, the higher about 12 µM
# Target sequence (P35462 whole entry, looked up): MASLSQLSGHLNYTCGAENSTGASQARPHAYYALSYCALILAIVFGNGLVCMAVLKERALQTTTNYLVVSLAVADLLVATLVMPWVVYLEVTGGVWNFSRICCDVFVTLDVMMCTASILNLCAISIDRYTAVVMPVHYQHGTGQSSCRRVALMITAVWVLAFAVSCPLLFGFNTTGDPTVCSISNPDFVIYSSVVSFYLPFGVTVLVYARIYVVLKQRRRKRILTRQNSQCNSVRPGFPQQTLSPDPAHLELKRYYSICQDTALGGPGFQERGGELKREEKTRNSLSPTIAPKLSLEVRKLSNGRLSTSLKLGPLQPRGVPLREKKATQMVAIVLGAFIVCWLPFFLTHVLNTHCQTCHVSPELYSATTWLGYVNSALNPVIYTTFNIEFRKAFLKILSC
#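 Cells expressing the human receptor were seeded at 1500 cells/well, incubated overnight at 37 degrees C in 5% CO2, then exposed to library compounds with dopamine controls for 90 minutes at 37 degrees C before luminescent detection.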
# D3 ag – agonists of human D3 dopamine receptor; P35462; D3R DiscoveRx beta-arrestin cells, luminescence, 90 min; max activation, %; 410,000 tested, 0.58% active; AID 652048; in the data active = max activation above about 30%; note: 0% is about no effect; mostly tested at two doses, the higher about 12 µM
#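 Agonist mode: compounds and dopamine controls were applied to plated cells for 90 min at 37 degrees C after an overnight attachment at 1500 cells/well. Luminescent read-out followed 30 - 60 minutes at room temperature with DiscoveRx detection reagent.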
# aSyn rescue – inhibitors of alpha-synuclein toxicity in yeast. Yeast expressing alpha-synuclein, growth rescue, BacTiter-Glo, 24 h. Potency, µM (titrated, usually from 46.1 µM), without a hit: top-dose growth rescue (activation), most hits filed as activators. 370,000 tested, 0.14% active. AID 652106; note: potency is the fitted concentration of half-maximal effect; % of control where 0% means no effect; nearly all actives have a fitted effect of over 65% in size
#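 Rescue of yeast growth: cells expressing toxic alpha-synuclein, induced in galactose at OD600 0.02, incubated with compound 24 h at 30 C. ATP luminescence quantified growth; inhibitors of toxicity appear as activators.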
# TDP43 rescue – rescues yeast growth from TDP-43 toxicity; TDP-43 expressing yeast growth rescue, BacTiter-Glo, 24 h; Potency, µM (highest dose often 46.1 µM), without a hit: at the top dose growth rescue (activation), usual class: activators; 410,000 tested, 1.8% active; AID 652104; note: potency is the fitted concentration of half-maximal effect; % of control where 0% means no effect; nearly all actives have a fitted effect of over 50% in size
#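 Galactose-induced TDP-43 yeast, OD600=0.02, compound pinned; 24 hr, 30 deg C; BacTiter-Glo luminescence for growth. Inhibitors of TDP-43 toxicity read as activators.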
# Abeta rescue – compounds reversing amyloid beta toxicity in yeast; yeast expressing A-beta42, growth rescue, OD600, 48 h; response scale: 0% DMSO, 100% iron-clioquinol control; Potency, µM (series often up to 46.1 µM), inactives show at the top dose growth rescue, usual class: activators; 410,000 tested, 0.063% active; note: potency is the fitted concentration of half-maximal effect; nearly all actives have a fitted effect of over 55% in size
#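 Growth rescue measured by 600 nm absorbance after 48 h yeast culture at 30 C with compound. Values normalized between DMSO and an equimolar ferric chloride plus clioquinol control.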
# FUS yeast rescue – rescues growth of FUS-expressing yeast; 390,000 tested, 0.24% active; Potency, µM (top dose mostly 76.6 µM), for inactives: top-dose growth rescue (activation), actives largely listed as activators; S. cerevisiae FUS-expressing, growth rescue, OD600, 24 h; AID 1347120;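 note: potency is the fitted concentration of half-maximal effect; plate controls were DMSO vehicle for no effect and reference control for full effect; nearly all actives have a fitted effect of over 55% in size; some results filed as inactive show a strong effect at the top dose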
#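 Cultures pregrown in 2.5% raffinose medium are shifted to minimal medium containing 2% galactose to express toxic FUS. Compounds are tested at several concentrations. After 24hr at 30C, growth is quantified at 600 nm absorbance.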
# EPAC2 agonist – EPAC2 (human) agonism. AID 720711. 360,000 tested, 0.079% active. Q8WZA2. EPAC2 activation, biochemical qHTS; response scale: 100% = 6.5 mM cAMP response. Potency, µM (titrated, usually from 154 µM), without a hit: at the top dose activation, actives largely listed as activators; note: potency is the fitted concentration of half-maximal effect; nearly all actives have a fitted effect of over 50% in size
#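 Nucleotide exchange monitored as fluorescence drop when BODIPY-GDP leaves Rap1B. Reaction: 100 nM EPAC2, 250 nM RAP1B-BODIPY-GDP, 50 uM GDP, room temperature, kinetic read over 30 min. Activity expressed relative to 6.5 mM cAMP.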
# EPAC2 antag – blocks human EPAC2 exchange factor; Potency, µM (doses to about 114 µM), without a hit: at the top dose activity, negative = inhibition, most hits filed as inhibitors; 360,000 tested, 0.18% active; EPAC2 GEF exchange of Rap1B-BODIPY-GDP, fluorescence; note: potency is the fitted concentration of half-maximal effect; % is set by controls: 0 for no effect and ±100 for the full control effect; nearly all actives have a fitted effect of over 45% in size; many of its hits are not listed in these tables
# The depositor's hits bear a star; ? = inconclusive; · = not tested or not shown; [ ] = dose if it differs, or a comment. Unless noted, calls come from the whole dose curve; as a rule, active = well fitted curve in the direction sought with a large enough effect; inconclusive = small, poorly fitted or top-dose-only effect, or another doubt; inactive = no such curve, though single readings can be large; an effect the other way counts as inactive or inconclusive. An excerpt; rates above refer to the full screens.
# Start of the data: the first two compounds, to show the layout:
SMILES	D3 antag	D3 ag	aSyn rescue	TDP43 rescue	Abeta rescue	FUS yeast rescue	EPAC2 agonist	EPAC2 antag
COc1cc(C(=O)NCC(=O)NC(C)CCc2ccccc2)cc(OC)c1OC (stereo unspecified)	-8	1	1%	-7%	3%	1%	-2%	-10%
CN1C(=O)CC(Sc2ccccc2C(=O)O)C1=O (stereo unspecified)	-10	9	-3%	-15%	-11%	-3%	10%	-3%

# This part in full, from the start:
SMILES	D3 antag	D3 ag	aSyn rescue	TDP43 rescue	Abeta rescue	FUS yeast rescue	EPAC2 agonist	EPAC2 antag
COc1cc(C(=O)NCC(=O)NC(C)CCc2ccccc2)cc(OC)c1OC (stereo unspecified)	-8	1	1%	-7%	3%	1%	-2%	-10%
CN1C(=O)CC(Sc2ccccc2C(=O)O)C1=O (stereo unspecified)	-10	9	-3%	-15%	-11%	-3%	10%	-3%
CC(/C=N/NC(=O)CN1CCN(Cc2ccc(Cl)cc2)CC1)=C\c1ccco1	-27	-10	4%	-9%	17%	·	10%	-2%
O=C(COC(=O)Cc1ccc(F)cc1)Nc1ccc(Cl)cn1	4	-3	-9%	?	?	-7%	2%	1%
Fc1ccc(-c2nnc(SCc3ncc(-c4ccccc4)o3)n2CC2CCCO2)cc1 (stereo unspecified)	-15	-1	-8%	7%	9%	35%	-10%	3%
CC(=O)N1C(=S)NC(=O)/C1=C1/C(=O)N(CC(=O)Nc2cccc(C)c2)c2ccccc21	2	-3	-4%	6%	0%	·	-1%	6%
CCCCC(=O)NC(=S)NNC(=O)c1ccc(Cl)cc1Cl	-4	5	13%	?	?	-3%	-9%	26%
CCN(CC)C(=O)Cn1c(=O)n(Cc2ccccc2Cl)c2c1c(=O)n(C)c(=O)n2C	-15	0	12%	-18%	-6%	48%	4%	-18%
COc1cc(CNC(=O)Nc2nnc([C@H]3C[C@H](O)[C@@H](CO)O3)s2)cc(OC)c1OC	-18	-5	-3%	9%	-12%	-18%	-3%	1%
CCC(=O)NNc1cc(=O)c2c(=O)n(C)c(=O)n(C)c2[nH]1	-6	4	3%	-7%	9%	4%	-5%	10%
COc1ccc(/C=C/C2=CC(C)(C)NC(=S)N2)cc1OC	?	1	-4%	-8%	12%	?	12%	0%
Cc1nc(-c2ccc(F)cc2)c(CC(=O)N(C)CC(=O)Nc2ccccc2Cl)s1	-17	-5	-2%	6%	-11%	·	1%	0%
Cc1cc(NC(=O)CCC(=O)N(CCC(C)C)CC(=O)NCC2CCCO2)no1 (stereo unspecified)	8	-7	9%	-5%	4%	14%	7%	-13%
COCCSc1nc2c(c(=O)[nH]c(=O)n2C)n1CCCc1ccccc1	-6	3	-4%	-1%	4%	-14%	6%	3%
COc1ccc(-c2nnc3ccc(SCC(=O)N4CCCC4)nn23)cc1	16	1	5%	24%	-1%	-14%	-2%	19%
COc1ccc(C(=O)Nc2cnn(Cc3c(F)cccc3Cl)c2)cc1OC	2	6	3%	19%	9%	-5%	10%	-4%
CC(=O)Cc1nsc(NC(=O)c2ccc(COc3ccc(C)cc3)o2)n1	-3	4	0%	6%	-8%	17%	6%	-2%
O=C(c1cc(S(=O)(=O)N2CCOCC2)ccc1F)N1CCc2ccccc21	5	14	-5%	-12%	-1%	7%	1%	-11%
Cc1cccc(CN2CCCC(C(=O)c3ccc4c5c(cccc35)CC4)C2)n1 (stereo unspecified)	-14	-19	0%	-16%	-13%	10%	7%	-14%
O=C(NC(NC(=O)c1ccccc1)C(=O)c1ccccc1)c1ccccc1	0	4	5%	-8%	9%	-8%	-17%	-26%[57.1 µM]
COC(=O)C1CCN(CC(=O)Nc2ccc3c(c2)OCCO3)CC1	11	0	-9%	-15%	-5%	-7%	4%	-6%
O=c1[nH]c(CN2CCN(c3ncccn3)CC2)nc2c(Br)cc(Br)cc12	9	-1	1%	-21%	19%	19%	5%	-1%
COc1ccccc1C(=O)OCC(=O)N1CCC(Cc2ccccc2)CC1	-17	-5	10%	?	-4%	35%	8%	-7%
CSCC[C@H](NC(=O)N1C[C@H]2C[C@@H](C1)c1cccc(=O)n1C2)C(=O)Nc1ccc(NC(C)=O)cc1	0	-18	-1%	-4%	-6%	-11%	7%	-8%
CSc1ccc(S(=O)(=O)NCC(=O)OCC(=O)N2CCCC2=O)cc1[N+](=O)[O-]	10	1	-5%	11%	11%	6%	15%	-2%
Cc1ccc2ccccc2c1C(O)c1ncc(-c2cccc(C(F)(F)F)c2)[nH]1 (stereo unspecified)	-9	6	?	?	?	10%	0%	-6%
CCCCOC(=O)c1ccc(NC(=O)C(=O)NCc2ccco2)cc1	4	3	2%	23%	-14%	0%	3%	-19%
CN1CCN2c3ccccc3CC(C#N)(C#N)C2C1 (stereo unspecified)	2	5	3%	6%	-15%	-15%	5%	-11%
CC1CC(C)CN(CC(=O)N2CCOCC2)C1 (stereo unspecified)	14	10	-1%	16%	2%	10%	2%	-1%
c1ccc(N2CCN(c3ccccc3)C2c2ccncc2)cc1	5	2	-4%	-8%	6%	3%	21%	-8%
COc1ccc(-c2oc3ncn(CCN4CCOCC4)c(=N)c3c2-c2ccc(OC)cc2)cc1	?	-3	4%	0%	15%	17%	-2%	-2%
CCCc1[nH]n(-c2ccc(F)cc2)c(=O)c1C=Nc1ccc(C)cc1	-5	-7	1%	0%	8%	·	-6%	7%
Cc1n[nH]c(=O)c2c(NC(=O)CSc3cc(Cl)ccc3Cl)oc(C)c12	25	0	5%	22%	4%	3%	4%	4%
COc1ccc(/C=C/C(=O)Nc2ccc3c(c2)OCCO3)cc1OC	-17	1	2%	22%	3%	·	0%	0%
CC(=O)NC12CC3CC(C1)CC(C(=O)N1CCN(S(=O)(=O)c4ccc(Cl)s4)CC1)(C3)C2	16	3	-4%	-41%	-12%	?	13%	24%
COc1ccc(CNc2cc(C)ccn2)cc1	8	3	0%	-21%	-13%	-3%	1%	-10%
CCN(CC)C(=O)CSc1nnc(-c2ccccn2)n1Cc1ccccc1	-12	0	1%	-2%	7%	18%	8%	2%
Cc1c(NC(=O)CN2C(=O)NC(C)(c3ccccc3Cl)C2=O)c(=O)n(-c2ccccc2)n1C (stereo unspecified)	17	3	4%	15%	-6%	14%	1%	12%
COc1ccccc1NC(=O)CSC1=Nc2ccccc2C2=NC(CCC(=O)NCc3cccs3)C(=O)N12 (stereo unspecified)	·	0	·	?	4%	27%	·	·
CCCn1c(C(C)Nc2nc(-c3ccc(C)cc3)cs2)nc2ccccc21 (stereo unspecified)	5	-15	0%	27%	7%	21%	9%	-30%
CC(C)[C@H](NS(=O)(=O)c1ccccc1)C(=O)OCC(=O)NC(=O)c1cccn1C	-8	5	5%	9%	-5%	?	3%	4%
CCOc1ccc(CN2CCc3nc(N4CCN(c5ccccn5)CC4)ncc3C2)cc1OC	·	-6	·	11%	-1%	-12%	·	·
CCOc1ccc(CCNc2ncnc3onc(C)c23)cc1OCC	·	8	·	26%	-8%	-8%	·	·
COc1ccccc1N1CCN(c2ccc(=O)n(CC(=O)O)n2)CC1	·	4	·	14%	-9%	-31%	·	·
CCN(C(=O)COC(=O)c1ccc(Br)o1)C1CCCCC1	5	-1	2%	-20%	5%	19%	5%	30%
Cc1cc(=O)[nH]c2nnc(SCc3ccc(Cl)cc3Cl)n12	·	1	·	-13%	-12%	16%	·	·
COc1ccc(CCNC(=O)CSc2nc(O)c(CCC(C)C)c(=O)[nH]2)cc1OC	16	0	3%	-16%	6%	18%	11%	0%
CC1=C(C)CC(C(=O)NC2CCCC2)C(C(=O)O)C1 (stereo unspecified)	8	-5	3%	13%	4%	-14%	-7%	2%
O=C(Cc1ccc(Cl)cc1)Nc1cccc(S(=O)(=O)N2CCCCC2)c1	23	-14	8%	17%	5%	37%	1%	-11%
CCOC(=O)c1sc(NC(=O)CSc2nc(-c3ccco3)cc(C(F)(F)F)n2)c(C(=O)OC)c1C	3	18	-4%	-13%	9%	1%	-3%	4%

# (continued)
SMILES	D3 antag	D3 ag	aSyn rescue	TDP43 rescue	Abeta rescue	FUS yeast rescue	EPAC2 agonist	EPAC2 antag
O=C(Cc1cccs1)Nc1nc2c(ccc3ccccc32)s1	12	-6	-5%	-8%	-8%	6%	9%	-4%
CCCCN(C)C(=O)c1nc2ccccn2c1CN1CCN(C(=O)c2cccs2)CC1	4	2	-6%	-8%	-8%	11%	15%	1%
COc1ccc(N=C2O/C(=C/c3sc(=S)n(CC4CCCO4)c3O)N=C2C#N)cc1 (stereo unspecified)	-8	0	-2%	-29%	-22%	-65%[inhibitor]	-1%	3%
COC(=O)C1=C(C)NC(C)=C(C(=O)OC)C1C(=O)OCC(=O)NC1CCCCC1C (stereo unspecified)	-1	2	-10%	-5%	0%	-1%	11%	-1%
Cc1ccc(C)c(CN2CCC(CNC(=O)Nc3ccc(F)c(Cl)c3)CC2)c1	-66*	-21	-13%	-30%	-1%	19%	13%	-8%
COc1ccc(NC(=O)CSc2c(C(C)C)cnc3c2c(=O)n(C)c(=O)n3C)c(OC)c1	·	1	·	13%	-3%	0%	·	·
Cc1noc(NS(=O)(=O)c2ccc(N/C=C\C(=O)c3ccc(Br)cc3)cc2)c1C	0	-1	-51%[inhibitor]	-5%	-18%	-1%	-9%	?
COc1cccc(C(NC(C)=O)c2nc(-c3ccc(C)c(C)c3)cs2)c1 (stereo unspecified)	-1	6	18µM*	0%	11%	40%	1%	-20%
O=C(Nc1cccc(N2CCCC2)c1)c1cccs1	-51*	-33	1%	-16%	-17%	32%	8%	11%
Cc1cccc(C)c1-n1nnnc1C(c1ccnc2ccccc12)N1CCN(C(=O)OC(C)(C)C)CC1 (stereo unspecified)	5	-4	?	7%	5%	-12%	4%	-3%
CC(C)(O)C#Cc1ccc(C(=O)N2CCC(CCC(=O)NC3CC3)CC2)cc1	?	1	1%	-2%	3%	·	-2%	-1%

# An excerpt of these results, field by field.
O=C(Nc1cccc(N2CCCC2)c1)c1cccs1
  D3 antag: -51*
  D3 ag: -33
  aSyn rescue: 1%
  TDP43 rescue: -16%
  Abeta rescue: -17%
  FUS yeast rescue: 32%
  EPAC2 agonist: 8%
  EPAC2 antag: 11%

CCCCN(C)C(=O)c1nc2ccccn2c1CN1CCN(C(=O)c2cccs2)CC1
  D3 antag: 4
  D3 ag: 2
  aSyn rescue: -6%
  TDP43 rescue: -8%
  Abeta rescue: -8%
  FUS yeast rescue: 11%
  EPAC2 agonist: 15%
  EPAC2 antag: 1%
